# From PubChem BioAssay
# TDP1 block = TDP1 (human) enzyme inhibition; Q9NUW8; Potency, µM (highest dose often 130 µM), for inactives: at the highest dose activity change, negative = inhibition, most hits filed as inhibitors; 350,000 compounds, 0.28% hits; recombinant TDP1, AlphaScreen DNA substrate cleavage; note: nearly all actives have a fitted effect of over 40% in size
#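 Enzyme-compound mixtures sat 15 min at room temperature, followed by a 5 min reaction with 15 nM final substrate and 10 min with AlphaScreen beads. Recombinant human Tdp1 was used at 1 nM final.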
# KAT2A inh = inhibitors of human GCN5L2 histone acetyltransferase; GCN5L2 HAT assay, ThioGlo1 CoA-SH fluorescence; Potency, µM (titrated, usually from 58.9 µM), inactives show at the top dose activity change, negative = inhibition, actives largely listed as inhibitors; 390,000 compounds, 0.21% hits; Q92830
# Target sequence (Q92830 whole entry, looked up): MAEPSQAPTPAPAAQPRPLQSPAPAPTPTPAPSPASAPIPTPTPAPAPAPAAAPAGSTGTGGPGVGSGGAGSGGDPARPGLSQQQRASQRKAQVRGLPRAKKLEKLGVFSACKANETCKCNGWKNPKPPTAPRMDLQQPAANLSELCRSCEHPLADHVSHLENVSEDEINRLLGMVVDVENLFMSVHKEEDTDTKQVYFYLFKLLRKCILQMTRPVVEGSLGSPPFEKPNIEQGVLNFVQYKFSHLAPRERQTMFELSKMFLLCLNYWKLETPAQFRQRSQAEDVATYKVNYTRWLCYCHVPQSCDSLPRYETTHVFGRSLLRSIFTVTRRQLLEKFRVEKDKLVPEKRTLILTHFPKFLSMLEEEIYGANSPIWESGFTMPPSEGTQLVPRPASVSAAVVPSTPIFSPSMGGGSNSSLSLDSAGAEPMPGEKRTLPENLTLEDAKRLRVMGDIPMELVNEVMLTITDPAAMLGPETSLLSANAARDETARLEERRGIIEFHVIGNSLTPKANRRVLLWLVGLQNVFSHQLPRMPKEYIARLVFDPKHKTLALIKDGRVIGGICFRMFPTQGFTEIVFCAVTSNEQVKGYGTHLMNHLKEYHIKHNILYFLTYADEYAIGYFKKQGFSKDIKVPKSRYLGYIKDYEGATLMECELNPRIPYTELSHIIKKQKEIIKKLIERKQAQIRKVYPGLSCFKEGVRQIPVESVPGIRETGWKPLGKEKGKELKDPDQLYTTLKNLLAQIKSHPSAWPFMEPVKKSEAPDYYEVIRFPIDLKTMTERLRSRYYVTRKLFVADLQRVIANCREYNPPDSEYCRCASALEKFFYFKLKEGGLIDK
#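 GCN5L2 (20nM final) in 50mM HEPES, 0.1mM EDTA pH 7.5, 0.01% Tween-20 was preincubated 15 min at room temperature with compound, then given ThioGlo1 (50uM), H3(1-25) peptide (75uM) and acetyl-CoA (70uM); CoA-thiol fluorescence (Ex340/Em540) was read at 0 and 20 min.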
# DT40 TDP1 no CPT = qHTS for Inhibitors of human tyrosyl-DNA phosphodiesterase 1 (TDP1): qHTS in cells in absence of CPT; Potency, µM (highest dose often 46.2 µM), inactives show at the highest dose activity change, negative = growth inhibition, most hits filed as inhibitors; AID 686978, 2013; DT40 Tdp1-/- hTDP1 cells, no CPT, ATP luminescence, 48 h; 420,000 compounds, 15% hits; note: nearly all actives have a fitted effect of over 55% in size
#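 Stably hTDP1-transfected Tdp1-null chicken DT40 cells were treated with library compounds minus camptothecin and grown for at least 48 hr at 37 °C, after which cellular ATP was quantified by luminescence.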
# An asterisk follows results filed as active; ? = inconclusive; / = not tested or not shown; [ ] = dose if it differs, or a comment. Calls come from the whole dose curve; as a rule, active = well fitted curve in the direction sought with a large enough effect; inconclusive = small, poorly fitted or top-dose-only effect, or another doubt; inactive = no such curve, though single readings can be large; an effect the other way counts as inactive or inconclusive. % is set by controls: 0 for no effect and ±100 for the full control effect; potency is the fitted concentration of half-maximal effect. These rows are one share of the data. The share of hits here may be higher or lower than overall.
# Values run as follows: DT40 TDP1 no CPT	KAT2A inh	TDP1 block
COCCCNC(=O)C1c2ccccc2Oc2ccccc21
 : -19%	3%	/
CC[C@@H]1C=C(C(=O)O)[C@H](c2ccc(F)cc2)N1S(=O)(=O)c1ccc(C)cc1
 : 4%	3%	1%
C=CCSC1=N/C(=C\c2cc(OC)c3c(c2)OCO3)C(=O)S1
 : -3%	-3%	-6%
CCN(CC)C(=O)CSc1cn(CC(=O)N2CCCCCC2)c2ccccc12
 : -27%	-3%	-3%
COc1ccc(N(CC(=O)Nc2ccccc2C(=O)NCc2ccco2)S(C)(=O)=O)cc1
 : -26%	-8%	11%
O=C(CN1C(=O)NC2(CCCC2)C1=O)OCc1cc(=O)n2cc(Br)ccc2n1
 : -1%	-12%	/
Cc1cccc(CN(CC(=O)N/N=C/c2ccco2)S(=O)(=O)c2ccc(Cl)cc2)c1
 : ?	-7%	0%
C/C(=N/NC(=O)c1ccoc1C)c1ccc(N2CCOCC2)cc1
 : -17%	-6%	-10%
COc1ccc(NC(=O)CN(c2cccc(C(F)(F)F)c2)S(C)(=O)=O)cc1OC
 : -25%	1%	4%
O=C(NNC(=O)C1CCCCC1)C(=O)NC1CCCCC1
 : -8%	-7%	3%
CCOc1ccccc1NC(=O)CSc1nc2nc(-c3cccs3)cc(C(F)(F)F)c2c(=O)[nH]1
 : ?	16%	/
O=C1CC(c2cccc(O)c2)c2c(nc(SCc3ccccc3F)[nH]c2=O)N1 (stereo unspecified)
 : -10%	-1%	-2%
O=C(Nc1ccccc1N1CCCCC1)c1ncoc1-c1ccc(F)cc1
 : ?	-4%	0%
CCN(CC)c1ccc(N2C(=O)/C(=C/c3ccccn3)SC2=S)cc1
 : -24%	-3%	4%
O=Cc1cn(CC(O)Cn2cc(C=O)c3ccccc32)c2ccccc12
 : 4%	-9%	/
O=C(CN1CCC(O)(c2ccccc2F)CC1)NCCc1c[nH]c2ccccc12
 : -21%	-2%	4%
COc1cccc(NC(=O)CCN2CCC(C(N)=O)CC2)c1
 : 1%	-2%	0%
COc1cc([N+](=O)[O-])ccc1NC(=O)Oc1ccc(NC(C)=O)cc1
 : -5%	8%	1%
Cc1ccc(CC(=O)Nc2cccc(S(=O)(=O)N3CCOCC3)c2)cc1
 : -22%	-24%	0%
CCC(=O)Nc1sc2c(c1C#N)CCCCC2
 : -16%	1%	7%
CN(C)c1cccc2c(S(=O)(=O)N3CCCC3)cccc12
 : ?	-1%	/
COc1cc(NC(=O)C2CCN(S(=O)(=O)c3cccnc3)CC2)cc(OC)c1OC
 : -1%	/	0%
CC1CC(C)CN(C(=O)CCNS(=O)(=O)c2ccc3c(c2)CCC(=O)N3)C1 (stereo unspecified)
 : -2%	-3%	-5%
CCN(CC(=O)N1CCC(C)CC1)S(=O)(=O)c1ccc(C)cc1
 : ?	-5%	5%
COCCN(C(=O)CCC(=O)Nc1nccs1)C(C(=O)NC(C)(C)C)c1ccc(F)cc1 (stereo unspecified)
 : -34%	-7%	10%
FC(F)(F)c1nc(-c2cccnc2)ncc1-c1nnnn1-c1ccccc1
 : 16µM*	20%	1%
COC(=O)c1ccc(OCC2c3cc(OC)c(OC)cc3CCN2C(=O)Cc2ccc(OC)c(OC)c2)cc1 (stereo unspecified)
 : ?	-13%	10%
CCOC(=O)Cc1csc(SCC(=O)Nc2nccs2)n1
 : -6%	1%	0%[0.505 µM]
Clc1ccc(-c2nnc(-c3ccco3)nc2N2CCCCC2)cc1
 : 21µM*	-20%	7%
COc1ccccc1NCCC(=O)O
 : 23%	-8%	-7%

# Ordered by formula weight (lowest first): part of the list above.
# Values run as follows: DT40 TDP1 no CPT	KAT2A inh	TDP1 block
COc1ccccc1NCCC(=O)O
 : 23%	-8%	-7%
CN(C)c1cccc2c(S(=O)(=O)N3CCCC3)cccc12
 : ?	-1%	/
C=CCSC1=N/C(=C\c2cc(OC)c3c(c2)OCO3)C(=O)S1
 : -3%	-3%	-6%
O=C(Nc1ccccc1N1CCCCC1)c1ncoc1-c1ccc(F)cc1
 : ?	-4%	0%
FC(F)(F)c1nc(-c2cccnc2)ncc1-c1nnnn1-c1ccccc1
 : 16µM*	20%	1%
CC[C@@H]1C=C(C(=O)O)[C@H](c2ccc(F)cc2)N1S(=O)(=O)c1ccc(C)cc1
 : 4%	3%	1%
Cc1cccc(CN(CC(=O)N/N=C/c2ccco2)S(=O)(=O)c2ccc(Cl)cc2)c1
 : ?	-7%	0%

# (more compounds)
# Values run as follows: DT40 TDP1 no CPT	KAT2A inh	TDP1 block
COc1cc(C2C3=C(COC3=O)Oc3cc4c(cc32)OCO4)cc(OC)c1OC (stereo unspecified)
 : 0.15µM*	/	3%
Cc1cc(N2CC(C(=O)O)CC2=O)ccc1Br (stereo unspecified)
 : -15%	-13%	5%
Cc1cccc(N2CCN(C(=O)[C@H](C)N3C(=O)C4CC=CCC4C3=O)CC2)c1C (stereo partly specified)
 : 26µM*	-1%	0%
O=C(COc1ccccc1)NC(=S)N1CCc2ccccc21
 : 16µM*	1%	6%
COc1ccccc1N1C(=O)C2C3C=CC(CC3)C2C1=O (stereo unspecified)
 : 3%	-2%	/
CCN(C(=O)COC(=O)/C=C/c1cccc(Cl)c1)c1c(N)n(Cc2ccccc2)c(=O)[nH]c1=O
 : ?	-1%	0%
COc1ccc(OC)c(NC(=O)Cn2nc3c(cc2=O)CCCC3)c1
 : ?	-4%	-1%
O=C(NN1CCN(Cc2ccccc2)CC1)c1ccc(Cl)cc1
 : -4%	-3%	2%
CNC[C@H]1Oc2c(NS(=O)(=O)c3ccccc3)cccc2C(=O)N([C@H](C)CO)C[C@@H]1C
 : -8%	2%	1%
Cc1cccc(CS(=O)(=O)Cc2ccc(C(=O)NCc3ccc(F)cc3)o2)c1
 : ?	2%	5%
CCO[C@H]1c2c(ccc3ccc(=O)oc23)OC(C)(C)[C@@H]1O
 : -5%	-4%	?
COc1ccc([C@H]2CC(=O)C=C(c3ccc(SC)cc3)C2)cc1OC
 : 15µM*	-15%	4%
COc1ccc(-c2onc(C)c2C)cc1S(=O)(=O)Nc1cccc(C#N)c1
 : 21µM*	0%	3%
Cc1ccc(S(=O)(=O)N2CCN(CC(=O)Nc3ccc4c(c3)CCC4)CC2)cc1C
 : -84%	-10%	/
CCOC(=O)c1cccc(Nc2cc(-c3ccccc3)ncn2)c1
 : 15µM*	-16%	-3%
C=CCOc1c(CNn2cn[nH]c2=S)cccc1OC
 : -26%	-8%	3%
Cc1ccc2c(c1)c1c(c(=O)n(-c3ccccc3C)c(=O)n1CC(=O)c1ccc(Cl)cc1)n2C
 : ?	?	6%
CC1CCN(C(=O)c2cc(S(=O)(=O)N3CCCCC3)c[nH]2)CC1
 : ?	-5%	/
O=C(CSc1nnc(CNc2ccc(F)cc2)n1Cc1ccccc1)N1CCOCC1
 : -3%	2%	1%
Cc1cc(C)cc(NC(=S)N2CCN(c3ncccn3)CC2)c1
 : ?	2%	0%
CC(C)(C)OC(=O)N1CCC(CC2CC(c3cccc(Br)c3)=NO2)(C(=O)NCC2CCCCC2)CC1 (stereo unspecified)
 : 16µM*	-9%	/
COc1cccc(C(=O)NC2=NCCS2)c1OC
 : -2%	1%	3%
CC(=O)Nc1cccc(NC(=O)C2CCCN2C(=O)Nc2ccc(C)cc2)c1 (stereo unspecified)
 : 6%	-2%	6%
O=C(NCc1ccccc1CN1CCCC1)c1cccc(S(=O)(=O)N2CCOCC2)c1
 : -1%	2%	2%
O=C(OCC(=O)N1CCc2ccccc21)[C@@H]1CCCN1S(=O)(=O)c1ccccc1F
 : -8%	1%	0%
CC(C)N(C(=O)CN(C#N)c1nc(N(C)C)nc(N(C)C)n1)c1ccccc1
 : ?	-2%	0%
COc1ccc(NC(=O)C(=O)c2cc(C)n(-c3ccc(C)cc3)c2C)cc1Cl
 : 8.2µM*	-14%	9%
NC[C@@H]1O[C@@H](O[C@H]2[C@H](O)[C@@H](O[C@@H]3O[C@@H](CO)[C@H](O)[C@@H](N)[C@@H]3O)[C@H](N)C[C@@H]2N)[C@@H](O)[C@H](O)[C@H]1O
 : /	22%	1%
Cc1ccccc1NC(=S)N(CCCN1CCOCC1)Cc1ccccn1
 : -2%	-4%	0%
CC[N+]1=C(C)C(C)(C)c2cc(C)ccc21
 : 1.6µM*	1%	8%

# Entries of single compounds as entered above. Order of screens: DT40 TDP1 no CPT, KAT2A inh, TDP1 block
# Cc1ccc2c(c1)c1c(c(=O)n(-c3ccccc3C)c(=O)n1CC(=O)c1ccc(Cl)cc1)n2C across the screens: ?, ?, 6%
# O=C1CC(c2cccc(O)c2)c2c(nc(SCc3ccccc3F)[nH]c2=O)N1 (stereo unspecified) across the screens: -10%, -1%, -2%
# CCN(CC(=O)N1CCC(C)CC1)S(=O)(=O)c1ccc(C)cc1 across the screens: ?, -5%, 5%

# (listing goes on)
# Values run as follows: DT40 TDP1 no CPT	KAT2A inh	TDP1 block
CCOC(=O)c1cn(CC)c2cc(N3CCN(C)CC3)c(F)cc2c1=O
 : 3%	-5%	/
COc1cc(OC)c(C2Nc3cccc4cccc(c34)N2)c(OC)c1
 : 15µM*	-5%	/
COCCNc1nc2sc3c(c2c(=O)n1Cc1ccco1)CCCCC3
 : 16µM*	-3%	0%
Cc1ccc(CNc2nnc(C)c3nnn(Cc4ccc(F)cc4)c23)cc1
 : 2%	0%	5%
Cc1cccc(N2CCN(C3=NC(=O)C(=C4CCCCC4)S3)CC2)c1
 : ?	-2%	3%
CC(C)CNC(=O)c1cccc(C(=O)NCC(C)C)c1
 : -6%	-6%	4%
CCNC(=O)NC(=O)COC(=O)C1CSC2(C)CCC(=O)N12 (stereo unspecified)
 : 25%	-2%	4%
O=C(NCc1cccnc1)C(=O)NCC1CCCO1 (stereo unspecified)
 : 6%	18%	4%
O=C(CN1C(=O)CCS(=O)(=O)c2ccccc21)Nc1ccc(F)cc1
 : 13%	-18%	0%
CC(=O)c1nn(-c2ccc(OC(F)(F)F)cc2)nc1Nc1ccccc1
 : -20%	-4%	2%
Cc1ccc(-c2nnn(CC(=O)N(c3ccc(F)cc3)C(C(=O)NC3CCCC3)c3ccncc3)n2)o1 (stereo unspecified)
 : -16%	-3%	/
CCOc1ccccc1NC(=O)C(CC(C)C)NS(=O)(=O)c1ccc2c(c1)CCN2C(C)=O (stereo unspecified)
 : -16%	-7%	0%
O=C(NCCCn1ccnc1)C(=O)NCc1ccc(Cl)cc1
 : -11%	-7%	-6%[56.1 µM]
CCOC(=O)/C(C#N)=C1/C=CN(C)C=N1
 : -2%	-7%	-14%
Cc1ccc(NC2=C(NC(=O)c3ccccc3)C(=O)c3ccccc3C2=O)cc1Cl
 : 21µM*	-8%	9%
O=C(C[n+]1ccccc1)N/N=C/c1ccc(O)cc1
 : -28%	-27%	8%
Cn1cnnc1SCC(=O)NC1CCCN(Cc2ccc(Cl)cc2)C1 (stereo unspecified)
 : 18%	0%	4%
CCC(C)(C(=O)NC1CCCCC1)N(Cc1ccco1)C(=O)Cc1cccs1 (stereo unspecified)
 : ?	-25%	4%
Cc1ccn2cc(C(=O)Nc3nnc(C)s3)nc2c1
 : -27%	-1%	10%
C=CCSc1nc(=O)n2cccc(C)c2n1
 : -15%	-5%	6%
Cc1[nH]c2ccccc2c1C(=O)C(=O)NCCC1=CCCCC1
 : -27%	-6%	0%
Cc1ccc(C)n1C(Cc1ccccc1)C(=O)O (stereo unspecified)
 : /	22µM*	?
COc1ccc(C2c3[nH]c4ccccc4c3C[C@H]3C(=O)N(c4ccccc4C(=O)N4CCC[C@H]4C(=O)O)C(=O)N23)cc1 (stereo partly specified)
 : 0%	15%	/
Cc1ccc(N2CCN(c3ccc(NCc4nc5ccccc5n4C)cc3)CC2)cc1
 : 16µM*	-1%	8%
CCc1ccc(NC(=O)Cn2c(=O)n(-c3ccc(OC)cc3)c(=O)c3ccc(C(=O)NCc4ccc(C)cc4)cc32)cc1
 : 7.3µM*	-3%	-2%
COc1ccc(CCNC(=O)c2ccc(SC)cc2OC)cc1
 : ?	3%	-4%
COCCn1c(N)c(Sc2ccc(Cl)cc2)c(=O)[nH]c1=O
 : -8%	2%	3%
Cc1ccc(C)c(OCC(=O)Nc2ccc(S(=O)(=O)Nc3ccccn3)cc2)c1C
 : ?	-6%	8%
